PriA SSB inh – K. pneumoniae PriA-SSBct interaction inhibition. AlphaScreen SSBct-PriA binding, biotinylated peptide. inhibition, % at 33 µM. 0.6% of 430,000 active. AID 1272365; in the data active = inhibition mostly above about 37%, no sharp cut-off; inactive = mostly below about 20%;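 note: plate controls were negative control peptide for no effect and reference peptide for full effect; strong numbers were not always called active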
GDH-TPI inh – inhibits GDH-TPI coupling enzymes, artifact for Mtb FBA screen | inhibition, % at 4.8 µM | GDH-TPI coupled enzyme counterscreen, NADH absorbance | 1.2% of 360,000 active | AID 588335; in the data active = inhibition above about 30%;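 note: 0% = DMSO wells and 100% = wells lacking the enzyme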
MazEF act – increases E. coli MazEF RNase cleavage of RNA | P0AE70 | FAM/BHQ RNA-DNA oligo cleavage fluorescence, 5 h | activation, % at 20 µM | 0.32% of 350,000 active; in the data active = activation above about 50%
Target sequence (P0AE70 whole entry, looked up): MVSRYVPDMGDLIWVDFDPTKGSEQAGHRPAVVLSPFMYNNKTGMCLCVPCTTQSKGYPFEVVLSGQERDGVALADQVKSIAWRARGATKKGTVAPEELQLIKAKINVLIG
DUSP3 inh – inhibitors of human VHR1 phosphatase (DUSP3) | recombinant VHR phosphatase, pNPP absorbance | inhibition, % at 13.3 µM | 0.52% of 290,000 active; in the data active = inhibition above about 50%; note: some compounds called inactive have numbers as strong as hits
Target sequence (P51452 whole entry, looked up): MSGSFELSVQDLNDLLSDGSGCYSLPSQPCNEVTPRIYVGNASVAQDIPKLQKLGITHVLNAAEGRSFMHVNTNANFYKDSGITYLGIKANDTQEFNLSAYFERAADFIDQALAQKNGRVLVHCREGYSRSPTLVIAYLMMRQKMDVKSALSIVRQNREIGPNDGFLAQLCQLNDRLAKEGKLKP
Mtb UGM inh – inhibitors of M. tuberculosis UDP-galactopyranose mutase; P9WIQ1; inhibition, % at 10 µM; purified UGM, fluorescence polarization probe displacement; 0.06% of 320,000 active; in the data active = inhibition above about 10%, passing the limit was not always enough
Rv3671c protease – inhibits the M. tuberculosis serine protease Rv3671c. P9WHR9. 0.048% of 320,000 active. inhibition, % at 5.96 µM; in the data active = inhibition above about 38%;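 note: extracellular domain of Rv3671c used as enzyme; 0% = enzyme with DMSO and 100% = no enzyme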
Target sequence (P9WHR9 whole entry, looked up, the tested form may be a part): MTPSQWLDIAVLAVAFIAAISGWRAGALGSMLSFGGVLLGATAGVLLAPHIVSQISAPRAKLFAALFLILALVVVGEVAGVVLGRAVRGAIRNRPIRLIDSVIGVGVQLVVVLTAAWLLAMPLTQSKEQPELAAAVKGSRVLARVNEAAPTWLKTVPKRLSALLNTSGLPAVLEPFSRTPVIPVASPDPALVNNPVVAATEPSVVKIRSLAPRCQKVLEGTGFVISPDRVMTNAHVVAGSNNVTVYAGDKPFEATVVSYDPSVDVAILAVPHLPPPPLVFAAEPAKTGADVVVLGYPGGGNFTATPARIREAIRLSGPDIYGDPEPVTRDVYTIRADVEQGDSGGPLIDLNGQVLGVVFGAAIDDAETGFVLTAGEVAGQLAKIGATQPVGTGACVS
Vc quorum ag – induces V. cholerae light production without autoinducers | V. cholerae BH1578 lux reporter, luminescence, 6 h | activation, % at 18.7 µM | 0.16% of 350,000 active | AID 588436; in the data active = activation mostly above about 9.7%, no sharp cut-off; note: not every result past the cut was called active; inactives centre near 0; reference of the scale not given here
Mtb FBA inh – inhibits M. tuberculosis FBA enzyme; P9WQA3; purified M. tuberculosis FBA, fluorescence read-out; inhibition, % at 1 µM; 2.3% of 360,000 active; AID 588726; in the data active = inhibition above about 27%;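 note: 0% = vehicle and 100% = reference inhibitor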
Target sequence (P9WQA3 whole entry, looked up): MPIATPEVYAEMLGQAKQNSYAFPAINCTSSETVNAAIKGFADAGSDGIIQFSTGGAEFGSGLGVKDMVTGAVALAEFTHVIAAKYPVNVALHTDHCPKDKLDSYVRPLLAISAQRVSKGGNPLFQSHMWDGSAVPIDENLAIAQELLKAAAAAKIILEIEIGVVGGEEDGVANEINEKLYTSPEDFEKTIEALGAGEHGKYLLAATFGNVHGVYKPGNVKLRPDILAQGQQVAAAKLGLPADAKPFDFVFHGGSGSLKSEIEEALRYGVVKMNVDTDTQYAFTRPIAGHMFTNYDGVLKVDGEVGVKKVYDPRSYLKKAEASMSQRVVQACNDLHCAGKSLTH
BioA inh – BioA (M. tuberculosis) enzyme inhibition | purified M. tuberculosis BioA enzyme, plate reader | inhibition, % at 9.99 µM | 0.096% of 360,000 active; in the data active = inhibition above about 40%
SARS 3CLpro inh – SARS-CoV 3CLpro protease inhibition | recombinant SARS-CoV 3CLpro, quenched FRET peptide cleavage | inhibition, % at 6 µM | 0.14% of 290,000 active | AID 1706; in the data active = inhibition above about 12%
Starred values were filed as active, the others as inactive; i = inactive; x = not tested or not shown; & = joins results of further samples. Only part of the results is shown. The share of hits here may be higher or lower than overall.

SMILES	PriA SSB inh	GDH-TPI inh	MazEF act	DUSP3 inh	Mtb UGM inh	Rv3671c protease	Vc quorum ag	Mtb FBA inh	BioA inh	SARS 3CLpro inh
CCCCNC(=O)C1c2ccccc2C(=O)N(c2ccc(OC)cc2)C1c1ccc(OC)cc1 (centres undefined)	1	10	0	30	-0.1	-5	i	1	-0.4	2
COC(=O)c1ccc(COc2ccc(C)cc2[N+](=O)[O-])o1	-3	20	10	-14	4.0	10	i	0	-0.8	-4
O=C1NC(=O)N(c2ccccc2)C(=O)/C1=C/c1ccc(Sc2ccccc2)o1	-15	1	-115	16	3.5	-17	-0.3	-2	x	5
C=CCNC(=O)C(=O)c1cccn1-c1ccsc1C(=O)OC	-20	6	3	14	0.5	3	i	2	0.2	-1
O=C(Cc1ccccc1)NCc1cccnc1	-4	-3	3	4	0.7	8	-2.2	-2	-0.8	5
Cc1ccccc1NC(=O)C1c2cccc[n+]2CC(=O)N1Cc1ccc2c(c1)OCO2 (centres undefined)	-3	9	1	10	-0.9	-10	i	2	2.7	3
CCOC(=O)c1c(C)[nH]c(C)c1S(=O)(=O)NCC1CCN(Cc2cccc(F)c2)CC1	-1	8	11	47	0.0	2	0.0	2	0.1	6
COc1cccc(N2CCN(C(C)C(=O)NC34CC5CC(CC(C5)C3)C4)CC2)c1 (centres undefined)	3	-7	6	-14	0.7	1	-0.6	1	2.0	2
CC(N)=Nc1ccc([N+](=O)[O-])cc1	-2	7	3	14	14*	-2	i	-1	-0.8	1
O=C(CSc1nccc(=O)[nH]1)Nc1ccc(F)c([N+](=O)[O-])c1	-16	10	-3	11	-1.2	-9	-0.3	0	x	-2
C/C(=N\NC(=O)C1(C)CC1(Br)Br)c1ccc([N+](=O)[O-])cc1 (centres undefined)	x	8	11	15	5.5	-3	5.0	-1	-0.4	1
COc1ccc(C(=O)C2CCCN(Cc3ccc(C#CCCO)cc3)C2)cc1F (centres undefined)	-5	3	-4	-10	-0.4	-4	-0.7	-5	x	2
O=C(Cc1ccccc1)Nc1cccnc1	-7	10	4	16	3.1	2	-0.3	5	x	0
Cc1ccc(NC(=O)Cn2c(=O)n(CCC(=O)NC3CCN(Cc4ccccc4)CC3)c(=O)c3ccccc32)cc1	-10	-5	18	-24	-0.2	11	i	3	x	5
Cc1ccc(CN2C3CCCC2CC(NC(=O)Nc2cccc(F)c2)C3)cc1 (centres undefined)	-5	-11	23	21	-1.4	-1	0.0	-1	x	2
CCCC(=O)OCC(=O)Nc1ccc([N+](=O)[O-])cc1C#N	15	26	11	33	0.2	-7	-0.5	2	x	1
CCOc1ccc(S(=O)(=O)Nc2cccc(C(=O)NCCCN3CCOCC3)c2)cc1	-2	6	8	x	-2.2	6	-0.7	-1	-3.3	x
Cc1cc(C)n(CNc2nc(C(F)(F)F)cs2)n1	-16	5	9	-4	-0.6	-6	-0.6	1	-0.3	-3
CCN(C[C@H]1N[C@@](C)(C(=O)OC)[C@H]2C(=O)N(Cc3ccccc3)C(=O)[C@@H]12)S(=O)(=O)c1ccc(C(C)(C)C)cc1	1	6	3	x	-1.5	-5	i	-1	-1.1	x
COc1ccc(C2C=C(c3ccccc3)Nc3nnnn32)cc1 (centres undefined)	-40	7	5	14	-3.0	-1	-1.8	9	-2.0	2

5 compounds out of the list, ordered by SMILES length, ascending:
SMILES	PriA SSB inh	GDH-TPI inh	MazEF act	DUSP3 inh	Mtb UGM inh	Rv3671c protease	Vc quorum ag	Mtb FBA inh	BioA inh	SARS 3CLpro inh
O=C(Cc1ccccc1)Nc1cccnc1	-7	10	4	16	3.1	2	-0.3	5	x	0
Cc1cc(C)n(CNc2nc(C(F)(F)F)cs2)n1	-16	5	9	-4	-0.6	-6	-0.6	1	-0.3	-3
COc1ccc(C(=O)C2CCCN(Cc3ccc(C#CCCO)cc3)C2)cc1F (centres undefined)	-5	3	-4	-10	-0.4	-4	-0.7	-5	x	2
Cc1ccc(NC(=O)Cn2c(=O)n(CCC(=O)NC3CCN(Cc4ccccc4)CC3)c(=O)c3ccccc32)cc1	-10	-5	18	-24	-0.2	11	i	3	x	5
CCN(C[C@H]1N[C@@](C)(C(=O)OC)[C@H]2C(=O)N(Cc3ccccc3)C(=O)[C@@H]12)S(=O)(=O)c1ccc(C(C)(C)C)cc1	1	6	3	x	-1.5	-5	i	-1	-1.1	x

(cont.)
SMILES	PriA SSB inh	GDH-TPI inh	MazEF act	DUSP3 inh	Mtb UGM inh	Rv3671c protease	Vc quorum ag	Mtb FBA inh	BioA inh	SARS 3CLpro inh
C=CCn1c(=O)/c(=C/c2ccsc2)s/c1=C(\C#N)C(=O)NCCN1CCOCC1	-1	8	-8	x	x	x	i	2	x	x
CCN(CC)CCCCCOc1ccccc1OC	2	-1	-4	25	1.5	2	i	-1	3.5	-2
COc1ccc(NCCC#N)cc1	-20	1	-1	3	-1.3	0	i	3	-0.4	0
CCOC(=O)C(C)(CC)NC(=O)CSP(=S)(OCC)OCC (centres undefined)	-15	-3	2	16	3.8	0	i	1	-0.3	4
COc1ccc(-c2nc3c(-c4ccc(Cl)cc4)cnn3cc2C)cc1F	-9	-8	-11	8	0.5	5	0.1	-3	x	0
COc1ccc(NC(=O)Nc2cccc3cccnc23)cc1	13	13	-2	28	-0.6	-13	-5.0	-1	-1.1	-3
CNC(=O)CN(c1cc([N+](=O)[O-])ccc1OC)S(C)(=O)=O	-7	11	7	-11	-0.4	8	-0.3	-2	x	4
C=CC1(C)CN(Cc2ccco2)S(=O)(=O)c2c(F)cccc2O1 (centres undefined)	-16	-7	2	x	x	x	i	1	-0.4	x
CCC(=Nc1ccccc1OC)C1=C(O)CC(c2ccccc2)CC1=O (centres undefined)	1	4	18	7	0.2	2	i	1	1.8	-4
Cc1cc(NC(=O)CCC(=O)N(CC(=O)NCC2CCCO2)Cc2ccc(F)cc2)no1 (centres undefined)	5	1	10	4	-0.2	0	i	0	-0.8	2
COc1ccc(OC)c(/C=C2\SC(N3CCCC(C)C3)=NC2=O)c1 (centres undefined)	-7	19	-5	20	1.4	-5	-0.5	1	x	3
O=C(NNC(=S)Nc1ccccc1)C1CCCCC1	4	-4	-6	4	1.6	3	-0.3	-2	x	-1
Cc1cc(Nc2c(C)n(C)n(-c3ccccc3)c2=O)c2ccccc2n1	-3	16	15	-2	0.8	-2	i	2	x	5
CC(C)(C)NC(=O)C(c1ccncc1)N(Cc1cccs1)C(=O)Cn1nnc(-c2cccs2)n1 (centres undefined)	-4	7	-2	25	0.3	5	i	1	0.9	-1
CCCCn1nnnc1SCC(=O)NCc1ccco1	-15	-2	8	-7	2.2	-4	i	0	1.1	3
COCOc1ccc(C=O)c(OCOC)c1	-11	0	6	x	-1.2	6	-0.7	1	0.4	x
O=[N+]([O-])c1ccc(N2CCOCC2)nc1	-18	23	3	10	0.3	-7	i	-3	-1.3	-2
CCN(CC)S(=O)(=O)c1ccc(NC(=O)c2cc(C(=O)OC)cc([N+](=O)[O-])c2)cc1	-17	1	11	-13	-1.3	-5	-0.1	-1	x	2
COc1ccc(S(=O)(=O)N2CCCCC2c2cc(C(=O)Nc3ccc(F)c(Cl)c3)no2)cc1 (centres undefined)	x	4	x	x	x	x	-0.1	-1	-0.6	x
CCOC(=O)C1=C(C)N=C2SCCC(=O)N2C1c1sccc1C (centres undefined)	-10	10	4	-8	0.6	-12	i	0	1.6	2
NC(=O)C1CCN(C(=O)COCc2cc(-c3ccc4c(c3)OCO4)on2)CC1	-1	7	3	-6	-2.0	2	-0.3	-4	0.0	4
CCc1ccc(N2C(=O)NC(=O)/C(=C/c3cccn3CCOc3ccc(C)cc3)C2=O)cc1	-6	12	-34	8	-0.9	-12	-0.3	-5	x	2
O=C(O)c1cscc1-c1cccc2ccccc12	x	-4	0	x	x	x	i	-1	0.4	x
C=CCNC(=S)N/N=C/c1ccc(-c2ccc(Cl)cc2Cl)o1	x	15	5	x	0.7	-4	-0.2	23	-0.6	x
Cc1cc(C(=O)N(C)CC(=O)Nc2ccc(F)c(F)c2F)no1	-17	-3	1	10	1.3	4	-0.3	-1	0.0	11
Cn1c(-n2c(-c3ccco3)nc3ccccc3c2=O)nc2ccccc21	-4	11	-1	-11	0.9	-3	-0.6	1	1.0	-1
CSc1nnc(COc2ccc(C)cc2)n1N	0	2	4	-9	-0.6	8	-0.7	-1	-2.4	-1
CCN(CC)c1ccccc1	-3	-8	1	x	-0.3	-14	-0.3	0	0.7	x
Cc1cc(C)cc(C(=O)N2CCCCC2)c1	-18	3	2	x	x	x	0.8	-2	0.3	x
Cc1cc(NC(=O)CSc2nc3ccccc3n2CC(=O)N2CCC(C)CC2)no1	-9	6	11	18	-1.8	-5	-1.0	2	-0.1	0
Cc1ccccc1C(=O)Nc1ccnc(-c2ccncc2)n1	-1	-3	6	17	1.7	3	i	-1	x	0
CSc1nc(-c2ccc(Cl)cc2Cl)[nH]c(=O)c1C#N	4	2	-3	-2	1.7	6	-0.4	0	0.6	-2
CC(C)(C)Cc1cc(N)on1	-10	12	0	0	x	-8	-3.4	5	x	-1
O=C(CCc1ccccc1)NNC(=O)CCc1ccccc1	-14	4	6	-1	-0.4	-8	-0.4	-1	-0.3	-2
Cc1ccc(C2(c3ccccc3)NC(=O)N(CC(=O)NC3CCS(=O)(=O)C3)C2=O)cc1C (centres undefined)	-3	3	3	x	-0.7	-3	i	-1	-1.1	x
Cc1ccc[n+](CC(=O)c2ccc(-c3ccccc3)cc2)c1	-12	7	-6	2	-2.2	-5	-0.5	1	5.9	-1
O=C(c1cc2ccccc2oc1=O)N1CCN(S(=O)(=O)c2ccccc2)CC1	-12	-4	-1	24	2.2	7	x	-4	0.0	0
COc1ccc(S(=O)(=O)N2CCN(C(=O)CC3CC4CCC3C4)CC2)cc1 (centres undefined)	-5	-2	-31	x	-1.6	-4	-1.5	2	-1.0	x
Cc1cc(C)cc(NC(=O)c2ccc(NC3=NC4CS(=O)(=O)CC4S3)cc2)c1 (centres undefined)	-3	-1	-8	-14	-0.4	-3	i	6	0.5	0
O=C(CSc1ccc(Br)cc1)N1CCN(S(=O)(=O)c2ccccc2)CC1	-14	3	2	10	-2.1	-2	-0.6	-5	-0.1	1

Entries from the list above containing bromine:
SMILES	PriA SSB inh	GDH-TPI inh	MazEF act	DUSP3 inh	Mtb UGM inh	Rv3671c protease	Vc quorum ag	Mtb FBA inh	BioA inh	SARS 3CLpro inh
C/C(=N\NC(=O)C1(C)CC1(Br)Br)c1ccc([N+](=O)[O-])cc1 (centres undefined)	x	8	11	15	5.5	-3	5.0	-1	-0.4	1
O=C(CSc1ccc(Br)cc1)N1CCN(S(=O)(=O)c2ccccc2)CC1	-14	3	2	10	-2.1	-2	-0.6	-5	-0.1	1

Later entries.
SMILES	PriA SSB inh	GDH-TPI inh	MazEF act	DUSP3 inh	Mtb UGM inh	Rv3671c protease	Vc quorum ag	Mtb FBA inh	BioA inh	SARS 3CLpro inh
COc1cccc(N2CCN(S(=O)(=O)c3cc4c(cc3C)N(C)CCO4)CC2)c1	21	3	2	17	0.2	2	i	7	-0.6	2
Cc1[nH]c2ccccc2c1C(=O)CSc1nc2ccccc2c(=O)n1-c1ccccc1F	x	x	x	8	1.6	-17	x	x	x	4
Cc1cc(NC(=O)CSc2nc(N)c(NC(=O)c3ccc(F)c(F)c3)c(=O)[nH]2)no1	16&-3	-6	0	13	-2.3	4	-4.2	-2	-0.3	-5
CN(c1ccccc1)S(=O)(=O)c1cccc(NC(=O)c2ccc3ncsc3c2)c1	-6	4	-5	4	0.7	-116	-0.9	-2	1.0	7
Cc1ccc(NCCC#N)cc1C	-1	8	-13	6	0.3	5	3.1	6	-15	-4
N#C/C(=C/c1ccc(Br)o1)C(N)=O	3	45*	11	9	-0.4	4	i	0	0.5	3
COc1ccc2c(CC(=O)N[C@@H](Cc3ccccc3)C(=O)O)cc(=O)oc2c1	-3	18	1	-29	-0.9	-6	-0.5	101*	0.8	2
CCCn1c(N)c(N(CCOC)C(=O)CSCC(=O)Nc2cccc(C)c2)c(=O)[nH]c1=O	6	2	-5	x	x	3	-0.4	-3	x	x
CCCCNc1nc2ccccc2n1CC(=O)Nc1c(C)cccc1CC	-3	11	-15	1	2.3	5	-0.3	0	-2.8	-1
COc1ccc(C(=O)N2CCOC2CNC(=O)C(=O)NCCc2ccccc2OC)cc1 (centres undefined)	-12	-1	1	14	-1.2	-3	i	0	0.9	1
